Screening results from PubChem.
Wee1 stabilizer – blocks degradation of human Wee1 kinase; 1.2% of 220,000 active; P30291; HeLa Luc-Wee1K328M stability, luciferase luminescence; 100% = proteasome inhibitor MG132 effect; reporter increase, % at 5 µM;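 active means activation above the mean of all tested compounds plus 3 SD, set per screening run, cut at about 8.8% in these data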;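 further: cells exposed to compound for 20 h before luminescence read; 0% = DMSO alone and 100% = MG132 at 30 µM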
FXIa inh – factor XIa (human) inhibition | inhibition, % at 5 µM | AID 798 | 0.14% of 220,000 active | purified FXIa, Boc-Glu-Ala-Arg-AMC fluorogenic substrate;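 active means inhibition of at least 40%; inactive means inhibition below 40%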;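 further: fluorescence of freed AMC excited at 355 nm; 0% = enzyme without compound and 100% = no enzyme blank; many of its hits are not listed in these tables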
FXIIa inh – inhibitors of human coagulation factor XIIa; P00748; purified FXIIa, Boc-QGR-AMC fluorogenic substrate, 2 h; inhibition, % at 5 µM; 0.3% of 220,000 active; AID 800; in the data active means inhibition above about 40%;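 further: 0% = enzyme with no compound and 100% = blank without enzyme; many of its hits are not listed in these tables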
Thrombin inh – thrombin (human) inhibition; P00734; alpha-thrombin, Boc-VPR-AMC fluorogenic substrate cleavage; inhibition, % at 5 µM; 0.26% of 220,000 active;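 active means inhibition at or above 40%; inactive means inhibition below 40%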;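 further: 0% = enzyme with no compound and 100% = wells without enzyme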
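Material: Human alpha-thrombin protein | Buffer or medium: pH 7.5 Tris-saline with Tween 20 | Reagent: Boc-VPR-AMC substrate, 15 µM final | Schedule: Reaction at ambient temperature | Detection: AMC fluorescence at 355 nm excitation and 460 nm emission | Evaluation: Percent inhibition scaled between no-compound controls and no-enzyme blanks | Controls: no-compound enzyme wells and no-enzyme blanks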
Hck Nef HTS – blocks Nef-activated human Hck kinase | P08631 | Recombinant Hck-YEEI plus Nef, Z-Lyte FRET kinase assay | inhibition, % at 20 µM | 0.68% of 220,000 active | AID 463187;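 active means Hck-Nef kinase inhibition above about 50%, limit read from the data; inactive means inhibition below that limit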;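 further: 0% = DMSO with Hck plus Nef and 100% = Hck alone without Nef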
hK5 inh – inhibitors of human kallikrein 5. recombinant hK5, fluorogenic AMC substrate cleavage. inhibition, % at 5 µM. 0.59% of 210,000 active. AID 873;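 active means inhibition of 40% or more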;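 further: 0% = enzyme controls without compound and 100% = no-enzyme blanks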
Runt-CBFb FRET – Runt domain-CBFb interaction inhibition; Q01196+Q13951; Cerulean-Runt/Venus-CBFb FRET ratio 530/480, 1 h; inhibition, % at 20 µM; 0.46% of 220,000 active; AID 1496;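 active means inhibition over about 50% at 20 µM in the single-dose screen, limit read from the data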;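 further: 0% = DMSO wells and 100% = excess unlabeled CBFb competitor control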
Target sequence (Q01196 whole entry, looked up, the tested form may be a part): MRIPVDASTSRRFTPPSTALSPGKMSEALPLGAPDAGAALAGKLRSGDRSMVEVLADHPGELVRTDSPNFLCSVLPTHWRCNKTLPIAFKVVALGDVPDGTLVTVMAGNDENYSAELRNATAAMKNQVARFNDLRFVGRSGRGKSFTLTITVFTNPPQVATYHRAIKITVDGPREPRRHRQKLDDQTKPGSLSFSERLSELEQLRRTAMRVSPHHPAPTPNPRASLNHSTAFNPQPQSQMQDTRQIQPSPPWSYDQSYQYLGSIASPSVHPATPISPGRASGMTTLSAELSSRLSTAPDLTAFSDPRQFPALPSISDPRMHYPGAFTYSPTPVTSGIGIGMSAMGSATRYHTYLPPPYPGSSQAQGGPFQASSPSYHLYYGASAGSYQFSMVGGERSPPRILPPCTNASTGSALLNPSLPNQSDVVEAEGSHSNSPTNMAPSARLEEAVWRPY
Target sequence (Q13951 whole entry, looked up, the tested form may be a part): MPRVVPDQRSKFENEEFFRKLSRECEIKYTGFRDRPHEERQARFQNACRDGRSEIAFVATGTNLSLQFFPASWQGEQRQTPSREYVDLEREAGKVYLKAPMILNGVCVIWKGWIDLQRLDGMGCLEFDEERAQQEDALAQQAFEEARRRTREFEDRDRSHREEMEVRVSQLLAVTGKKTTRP
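System: Cerulean-labeled Runt domain protein | Quantity: 100 nM of each labeled protein | Schedule: 1 h compound exposure, room temperature | Detection: Fluorescence energy transfer, 422 nm excitation, 530/480 nm emission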
Runt-SMMHC FRET – blocks binding of human RUNX1 Runt domain to CBFb-SMMHC. Cerulean-Runt/Venus-CBFb-SMMHC FRET ratio 530/480, 1 h. inhibition, % at 20 µM. 0.74% of 220,000 active;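 active means mean inhibition across duplicate retests at 20 µM reaching about 50%, limit read from the data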;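 further: 0% = DMSO wells and 100% = wells with excess untagged CBFb-SMMHC; inhibitors lower the FRET ratio by blocking Runt binding to CBFb-SMMHC; some results filed as inactive read as strong as hits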
14-3-3 Bad inh – disrupts binding of bovine 14-3-3 zeta to phospho-Bad peptide; P63103; TR-FRET 14-3-3zeta/Dy647-pBad peptide displacement, 1 h; inhibition, % at 21.7 µM; 0.71% of 220,000 active;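 active means inhibition above about 70%, limit read from the data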;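 further: 0% = full 14-3-3 plus peptide FRET controls and 100% = background without 14-3-3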
Target sequence (P63103 whole entry, looked up): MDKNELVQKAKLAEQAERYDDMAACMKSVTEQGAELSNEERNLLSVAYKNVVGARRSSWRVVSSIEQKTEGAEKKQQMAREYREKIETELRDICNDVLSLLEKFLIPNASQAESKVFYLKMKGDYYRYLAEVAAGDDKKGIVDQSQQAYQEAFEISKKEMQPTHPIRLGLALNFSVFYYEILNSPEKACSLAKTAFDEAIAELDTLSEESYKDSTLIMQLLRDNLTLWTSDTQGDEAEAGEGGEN
* marks the source's active call; other numbers are inactive results; nt = not tested or not shown; [ ] = another dose, or the depositor's remark.

SMILES,FXIa inh,Thrombin inh,Wee1 stabilizer,Hck Nef HTS,FXIIa inh,Runt-CBFb FRET,14-3-3 Bad inh,hK5 inh,Runt-SMMHC FRET
O=C(NCc1nnc(SCC(=O)N2CCCC2)o1)c1ccco1,-2,-4,0,10,10,0,-3,1,4
COc1ccc(OC)c(NC(=O)c2ccno2)c1,30,17,-3,-20,20,-3,0,38,-1
CC(C)(C)c1ccc(N2C(=O)CC(C/C=C/c3ccccc3)C2=O)cc1 (centres undefined),-2,-4,0,13,3,4,-1,-2,-8
Cc1cc(C)nc(NC(=O)c2cccs2)n1,-2,-5,-3,27,7,-1,-1,2,0
CC(=O)N1CCc2ccc(S(=O)(=O)N3CC(C)OC(C)C3)cc21 (centres undefined),-1,8,0,-1,5,0,12,5,-4
Cc1nnc(SCCC#N)n(CCC#N)c1=O,-11,-4,3,1,-6,-1,-8,1,0
COc1ccc(-n2c(=S)[nH]c3sc(-c4ccccc4)cc3c2=O)c(OC)c1,1,-3,1,16,4,-1,3,-1,0
CCOc1ccc(NC(=S)N2CCC(c3nc4ccccc4[nH]3)CC2)cc1,-6,-6,-4,22,11,0,-11,-2,-2
COc1cccc(C2NC(=O)NC(C)=C2C(=O)OCC2CCCO2)c1 (centres undefined),-4,-4,-2,1,6,0,-5,12,-2
CC1(C)Cc2c(sc(NC(=O)c3ccc4ncsc4c3)c2C(N)=O)C(C)(C)N1,-2,-11,0,15,3,2,-11,-4,4
COCC(C)n1c(C)cc(C(=O)Cn2c(=O)oc3ccccc32)c1C (centres undefined),3,3,-1,1,-4,2,-12,3,3
Cc1ccc(/C=N/Nc2nc(N3CCOCC3)nc(N3CCOCC3)n2)o1,8,14,0,-18,6,nt,-2,-1,0
CC1Cc2ccccc2N1C(=O)COC(=O)c1ccc(Cl)nc1 (centres undefined),-2,-2,1,6,8,-2,1,nt,-2
Cc1ccsc1/C=N/Nc1ccc(Cl)nn1,1,-4,2,26,6,11,0,4,3
Cc1cc(=O)oc2cc(OCC3CC(c4ccc(N(C)C)cc4)=NO3)ccc12 (centres undefined),19,5,1,1,25,-4,-8[fluorescence artefact?],-11,-6
Cc1c(C(=O)N2CCCCC2)sc(N)c1C#N,-2,-5,-2,-1,1,0,-9[fluorescence artefact?],0,-3
CSc1nc(-c2ccccc2)ccc1C(N)=O,3,2,0,2,13,1,31,5,-2
COc1ccc(CNCc2ccco2)cc1OCc1ccccc1,4,-3,2,1,13,0,6,-2,0
CCC(=O)N1CCc2cc(Br)cc(S(=O)(=O)Nc3c(C)n(C)n(-c4ccccc4)c3=O)c21,-5,1,4,-15,4,nt,3,-4,2
CCCC(=O)C1=C(c2ccccc2)C(C#N)(C#N)C(C#N)=C1N,-4,-1,0,1,2,-1,-25,2,5
CCc1nnc(N/N=C/c2c(Cl)cccc2Cl)n1N,-4,-6,-1,0,6,-2,10,-19,3
Cc1ccc2nc(-c3ccccc3)cc(C(=O)NCCCn3ccnc3)c2c1,5,-5,-1,1,10,1,6,-15,1
O=C(NN=C1c2ccccc2-c2ccccc21)c1ccccc1Br,21,7,2,-1,32,2,7,-7,0
N#CCC(=O)NN=C1CCCCCCCCCCC1,-6,-2,-1,-1,4,-1,-8,-2,-3
CC(C)n1nc(C(=O)Oc2ccc(Cl)cc2)c2ccccc2c1=O,0,1,-2,3,8,0,-10,1,-7
O=C(COC(=O)c1ccccn1)Nc1c(Cl)cccc1Cl,-10,-4,-3,0,9,0,5,-23,5
COc1ccccc1CC1S/C(=N/N=C/c2ccco2)NC1=O (centres undefined),-5,-11,0,11,-11,3,-9,-9,2
CCOC(=O)c1c(C)[nH]c(C)c1C(=O)Cn1nnc(-c2ccccc2C)n1,-3,-5,1,1,-5,nt,0,7,nt
Cc1ccc(/C(O)=C2/C(=O)C(=O)N(Cc3cccnc3)C2c2ccccn2)cc1 (centres undefined),-4,-10,4,1,-8,-2,47,-2,-2
COc1ccc(N2CCN(C(=O)CSc3ncccc3-c3nc4ccccc4[nH]3)CC2)cc1,-3,2,-2,6,6,-2,-13,-7,-17
O=C(c1ncc[nH]1)c1cccs1,1,-2,-1,-2,8,0,9,-1,2
c1ccc(-c2noc(-c3cccnc3)n2)cc1,5,3,3,-1,9,2,9,-7,-2
O=C(CCNS(=O)(=O)c1ccc(Br)s1)N1CCCCC1,0,-3,-2,-1,-2,0,-7[fluorescence artefact?],-17,5
CCN(CC)C(=O)CCc1nnc(Cc2cccc(C(F)(F)F)c2)o1,-2,-6,5,21,8,1,12,0,1
CCOC(=O)C1CCCN(C(=O)Cc2ccc(Cl)cc2)C1 (centres undefined),3,5,-2,0,-6,3,-4,3,-1
CN1/C(=C\C(=O)c2cncc(Br)c2)C(C)(C)c2ccccc21,25,1,-1,-1,29,-15,-5[fluorescence artefact?],-10,-20
Cc1ccc(N2CCN(S(=O)(=O)N3CCOCC3)CC2)cc1C,10,25,-4,-1,28,0,6,nt,0
Nc1nc(SCCOc2ccccc2)n[nH]1,-4,31,0,1,2,-1,-1,-20,1
CC(C)C(=O)NC(c1cccs1)c1cc([N+](=O)[O-])c2cccnc2c1O (centres undefined),3,-1,1,-1,9,14,17[fluorescence artefact?],-65,10
O=C(CSCC(=O)N1CCCCC1)Nc1nc(-c2ccccc2)c(-c2ccccc2)s1,3,-1,-3,-4,10,-1,-34[fluorescence artefact?],-14,2

A run of entries taken from the entries so far, for reference:
SMILES,FXIa inh,Thrombin inh,Wee1 stabilizer,Hck Nef HTS,FXIIa inh,Runt-CBFb FRET,14-3-3 Bad inh,hK5 inh,Runt-SMMHC FRET
O=C(c1ncc[nH]1)c1cccs1,1,-2,-1,-2,8,0,9,-1,2
c1ccc(-c2noc(-c3cccnc3)n2)cc1,5,3,3,-1,9,2,9,-7,-2
O=C(CCNS(=O)(=O)c1ccc(Br)s1)N1CCCCC1,0,-3,-2,-1,-2,0,-7[fluorescence artefact?],-17,5
CCN(CC)C(=O)CCc1nnc(Cc2cccc(C(F)(F)F)c2)o1,-2,-6,5,21,8,1,12,0,1

New compounds follow
SMILES,FXIa inh,Thrombin inh,Wee1 stabilizer,Hck Nef HTS,FXIIa inh,Runt-CBFb FRET,14-3-3 Bad inh,hK5 inh,Runt-SMMHC FRET
S=C(NCCc1ccccn1)Nc1ccc(Cl)cc1Cl,2,-4,-1,-5,9,-1,-10,nt,-6
COC(=O)C1=NN(C(C)=O)C2(CC(=O)N(c3cc(C)cc(C)c3)C2=O)C1 (centres undefined),5,-4,6,4,5,-1,-5,-22,1
COc1cc(COCC(O)CN2CCN(CCN3C(=O)c4cccc5cccc(c45)C3=O)CC2)cc(OC)c1OC (centres undefined),1,-1,0,5,6,-7,31,-11,-6
O=C1C2C3CCCC3=C3CCCC3C2C(=O)N1c1ccc(Cl)cc1 (centres undefined),nt,nt,0,2,nt,-1,nt,nt,-4
Cc1nnc(SCC(=O)N2CCN(S(=O)(=O)c3ccc(Cl)cc3)CC2)n(N)c1=O,-1,1,-3,-1,12,0,4,-2,4
CC(=O)NCCc1ccc(S(=O)(=O)N2CCCC2)cc1,1,3,-2,-1,15,-2,-7,-14,3
Cc1cc(C)cc(N(CC(=O)N/N=C/c2ccncc2)S(=O)(=O)c2ccccc2)c1,2,-15,-1,4,4,-6,3,-13,-8
N#CCC(=O)Nc1ccc(C(F)(F)F)cc1N1CCOCC1,-3,-6,4,1,4,-1,-8,7,5
O=C(O)CSc1nnnn1-c1ccc2c(c1)OCCO2,1,2,-2,3,15,-1,-4,2,0
Cc1cc(C)c(C)c(S(=O)(=O)N2CCNCC2)c1C,-4,-9,0,19,4,-1,10,-3,0
CCc1ccccc1NCC(=O)Nc1ccccc1C(=O)OC,-3,-8,3,2,5,0,-4,10,3
COc1cccc(Oc2cn[nH]c2-c2ccc(OC)cc2O)c1,1,-11,1,2,9,2,5,-10,1
CCCn1c(=O)c(Cc2ccccc2)c(O)c2ccccc21,0,-7,-2,-2,-12,-3,-1,-2,3
CCOC(=O)CN1C(=O)C(Sc2n[nH]c(-c3cccc(C)c3)n2)CCc2ccccc21 (centres undefined),1,-2,1,1,13,0,4,2,-2
CCN1CCN(C(=O)Cn2cnc3sc(C)c(S(=O)(=O)N4CCN(c5ncccn5)CC4)c3c2=O)CC1,2,-8,3,19,12,-1,-6,5,1
COc1ccc(-n2cccc2/C=C/[N+](=O)[O-])cc1,12,1,7,15,17,1,-5,-9,1
O=C(O)[C@@H]1CCCN1c1ncnc2sc3c(c12)CCC3,-1,-1,4,0,17,1,1,-21,-2
CCC(C)(C)n1nnnc1C(c1ccccn1)N1CCN(c2cccc(OC)c2)CC1 (centres undefined),8,3,-2,-4,20,-1,2[fluorescence artefact?],-10,2
CC1CN(C2CCN(S(=O)(=O)c3ccc(F)cc3)CC2)CC(C)O1 (centres undefined),17,1,-1,0,37,-1,69,-9,2
Cc1c(/C(O)=C2\C(=O)C(=O)N(CCN(C)C)C2c2cccnc2)cnn1-c1ccccc1 (centres undefined),5,0,2,-1,4,-1,6,-9,4
FC(F)(F)c1ccc(N=Cc2sc(N3CCOCC3)nc2-c2ccccc2)cc1,7,-2,2,1,6,4,4,-14,-1
O=C(N1CCN(Cc2ccccc2)CC1)C(Cl)(Cl)Cl,11,-3,0,2,17,-4,-9[fluorescence artefact?],-15,4
CS(=O)(=O)N1CCCC(C(=O)NC2CCCCCCC2)C1 (centres undefined),-3,-13,0,-6,7,-1,-11[fluorescence artefact?],-19,0
CC1=NN(Cc2ccccc2)C(=O)C1,11,-1,6,2,13,-1,-12[fluorescence artefact?],-10,3
O=S(=O)(c1cc(Cl)ccc1Cl)N1CCN(Cc2ccc3c(c2)OCO3)CC1,-15,-1,-3,0,-7,4,-5,0,-2
Cc1ccc(NC(=O)c2ccc(NCCCN3CCOCC3)c([N+](=O)[O-])c2)cc1Cl,-2,-9,2,0,6,-3,0,-22,-1
O=C(CCSc1ccc(Cl)cc1)N1CCN(c2ncccn2)CC1,-3,-3,3,3,4,0,10,-19,2
C=C(C)COc1ccc(-c2nc(N)ncc2Oc2ccccc2OCC)c(O)c1,2,5,1,-4,17,-4,-13,-20,-4
C=CCNC(=O)c1ccc(N(CC=C)S(C)(=O)=O)cc1,-12,-6,3,6,-2,-2,-9,-4,1
CCOC(=O)CSc1cc(=O)n(C)c2cc(Cl)ccc12,-7,-4,2,1,-9,-4,12[fluorescence artefact?],-1,6
Cc1ccc(S(=O)(=O)N(Cc2cc3ccccc3[nH]c2=O)c2cccc(C)c2)cc1,-3,2,0,7,6,-14,9,-2,0
CN(C)c1ccc(-c2cccc(C3CC=CC4C3C(=O)N(Cc3ccccc3)C4c3ccc(C(F)(F)F)cc3)c2)cc1 (centres undefined),19,29,nt,9,16,0,-5,8,-3
